hgDAF-12 ag: H. glycines DAF-12 receptor agonists, primary screen, cell-based, luminescence, HEK293, GAL4 fusion, UAS-luciferase | Nuclear hormone receptor DAF-12 (Heterodera glycines), GAL4 fusion | HEK293 GAL4-hgDAF12 UAS-luciferase reporter, agonist luminescence; normalized to butyrate control | activation, % at 6.8 µM | 1.8% of 370,000 active | AID 687014, 2013;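 active = activation above a cutoff set at the mean of all screened compounds plus 3 SD, cut at about 10% in these data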;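 note: 0% = DMSO wells and 100% = sodium butyrate wells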
DAX1 inh-1: DAX1 (NR0B1) inhibitors on StAR promoter, primary screen, cell-based, luminescence, SF-1 (NR5A1), full-length DAX-1; inhibition, % at 6.8 µM; HEK293T StAR-luciferase reporter, SF-1/DAX-1 repression relief; AID 652010, 2013; 1.1% of 370,000 active;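 active = inhibition above the mean over all tested compounds plus 3 SD, cut at about 3.6% in these data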;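 note: 0% = DAX-1 cells with DMSO and 100% = cells lacking DAX-1 with DMSO; higher inhibition means more luminescence from relief of DAX-1 repression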
SMARCA2 act: SMARCA2 (BRM) function activators, primary screen, cell-based, luminescence, high throughput; MG213 cells, MMTV-luciferase reporter, dexamethasone, overnight; activation, % at 9.1 µM; 1% of 370,000 active; AID 652017, 2013; in the data active = activation above about 7.8%;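 note: 0% = vehicle wells and 100% = reference activator wells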
ssDAF-12 act: S. stercoralis DAF-12 nuclear receptor activators, primary screen, cell-based, luminescence, HEK293, GRIP1 co-expression, lit1-tk-luc; HEK293 ssDAF-12/GRIP1 lit1-tk-luc reporter; % of 3 µM dafachronic acid response; activation, % at 6.8 µM; 1% of 370,000 active;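 active = activation above the mean over all tested compounds plus 3 SD, cut at about 0.9% in these data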;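 note: 0% = DMSO-only wells and 100% = 3 µM delta7-dafachronic acid wells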
NPR1 activator: GC-A stimulated cGMP production enhancers – HEK293 GC-A cells, cGMP TR-FRET, EC30 ANP, primary screen; activation, % at 10 µM; Atrial natriuretic peptide receptor 1 (Homo sapiens), P16066; AID 1671463, 2021; 0.14% of 370,000 active; 0% at EC30 ANP, 100% saturating ANP; in the data active = activation above about 40%
DAX1 inh-2: DAX1 (NR0B1) inhibitors, primary screen, cell-based, HEK293, Gal4-DAX1, luciferase luminescence | 0.99% of 340,000 active | inhibition, % at 6.75 µM | AID 504766, 2011 | HEK293 Gal4-DAX1 luciferase reporter | Nuclear receptor subfamily 0 group B member 1 (Homo sapiens), P51843;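 active = inhibition above the mean over all tested compounds plus 3 SD, cut at about 4.2% in these data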;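 note: 0% = DAX1-transfected cells with DMSO and 100% = empty-vector control cells with DMSO; inhibition shows as a rise in luminescence from relieved DAX1 repression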
Target sequence (P51843 207-470 limits assumed): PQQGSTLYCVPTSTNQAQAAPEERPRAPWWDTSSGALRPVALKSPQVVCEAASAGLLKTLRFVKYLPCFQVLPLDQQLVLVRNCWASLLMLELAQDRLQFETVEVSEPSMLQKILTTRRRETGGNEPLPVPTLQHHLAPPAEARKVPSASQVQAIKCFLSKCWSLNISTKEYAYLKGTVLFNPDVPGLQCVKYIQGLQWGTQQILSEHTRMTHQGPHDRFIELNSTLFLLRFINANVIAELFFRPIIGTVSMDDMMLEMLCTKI
PG9 Ab binder: binders of HIV-1 gp120 antibody PG9, primary screen, biochemical, TR-FRET; TR-FRET gp120-PG9 antibody binding; inhibition, % at 6.7 µM; 0.43% of 360,000 active; in the data active = inhibition above about 8.5%
hcDAF12 agonist: H. contortus DAF-12 nuclear receptor activators, primary screen, cell-based, luminescence, HEK293, lit1-tk-luc reporter; AID 652067, 2013; activation, % at 6.8 µM; 1.4% of 370,000 active; HEK293 hcDAF-12 lit1-tk-luc reporter; 0% DMSO, 100% Δ7-dafachronic acid;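 active = activation above the mean of all tested compounds plus 3 SD, cut at about 5.5% in these data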;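 note: 100% = response to 3 µM Δ7-dafachronic acid high control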
ADAM17 inh: ADAM17 inhibitors, primary screen, biochemical, QFRET. Disintegrin and metalloproteinase domain-containing protein 17 (Homo sapiens), P78536. recombinant ADAM17, EDANS/DABCYL FRET peptide cleavage. inhibition, % at 6.95 µM. 0.83% of 370,000 active. AID 720648, 2013;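 active = inhibition above the mean of compounds lying between control limits plus 3 SD, set per campaign, cut at about 8.5% in these data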;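 note: 0% = DMSO-only wells as the low control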
FXN GAA850 act: FXN promoter activators, primary screen, cell-based, luciferase luminescence, HEK293 lucGAA850; HEK293 lucGAA850 FXN promoter luciferase reporter, 24 h; percent of 10 µM SAHA response; activation, % at 6 µM; 0.56% of 360,000 active; AID 540364, 2011;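 active = activation above the average of all compounds screened plus 3 SD, cutoff fixed separately per campaign, cut at about 7.5% in these data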;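 note: 0% = DMSO wells and 100% = 10 µM SAHA wells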
ADAM10 inh: human ADAM10 inhibitors, primary screen, biochemical, QFRET, HTS; recombinant ADAM10, EDANS/DABCYL FRET peptide cleavage, 3 h; inhibition, % at 7 µM; Disintegrin and metalloproteinase domain-containing protein 10 (Homo sapiens), O14672; 0.62% of 370,000 active;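 active = inhibition above a per-campaign cutoff equal to the mean of compounds falling between control-based bounds plus 3 SD, cut at about 20% in these data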;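 note: 0% = DMSO wells while the 100% control is not disclosed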
Target sequence (O14672 214-748 limits assumed): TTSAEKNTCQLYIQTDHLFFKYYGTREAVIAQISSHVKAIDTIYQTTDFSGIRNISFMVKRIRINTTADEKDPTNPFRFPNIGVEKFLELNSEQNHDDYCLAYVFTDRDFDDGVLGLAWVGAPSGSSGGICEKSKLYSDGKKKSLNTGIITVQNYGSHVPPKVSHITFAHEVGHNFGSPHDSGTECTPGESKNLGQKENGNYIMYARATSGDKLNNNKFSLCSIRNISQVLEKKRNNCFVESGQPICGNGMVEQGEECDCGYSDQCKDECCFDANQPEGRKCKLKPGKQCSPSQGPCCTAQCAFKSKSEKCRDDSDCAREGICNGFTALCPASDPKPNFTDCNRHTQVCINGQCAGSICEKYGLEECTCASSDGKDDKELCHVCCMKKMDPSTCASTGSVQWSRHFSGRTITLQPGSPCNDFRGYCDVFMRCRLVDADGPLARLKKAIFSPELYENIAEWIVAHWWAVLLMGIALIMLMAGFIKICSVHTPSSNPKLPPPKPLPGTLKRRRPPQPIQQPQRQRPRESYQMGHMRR
* = called active by the depositor; . = not tested or not shown.

SMILES	hgDAF-12 ag	DAX1 inh-1	SMARCA2 act	ssDAF-12 act	NPR1 activator	DAX1 inh-2	PG9 Ab binder	hcDAF12 agonist	ADAM17 inh	FXN GAA850 act	ADAM10 inh
Cc1cccc(N2CCN(C(=O)CCCn3c(=O)[nH]c4ccsc4c3=O)CC2C)c1 (centres undefined)	-2.0	-0.3	-0.6	-1.4	3.0	-1.6	-0.1	-1.0	0.0	1.0	0.2
COC(=O)c1sccc1NC(=S)OC	2.1	0.2	-4.2	-0.9	5.7	2.4	0.1	-0.5	-3.4	2.0	-2.1
COc1ccc(-n2c(C)c(C(C)=O)c3cc(OCC(N)=O)ccc32)cc1	2.2	-0.6	-1.6	-0.6	6.9	-0.3	-0.2	-2.0	-1.8	0.6	5.2
Cc1ccccc1C(C(=O)NCc1ccccc1)N(Cc1ccco1)C(=O)c1ccccn1 (centres undefined)	-5.4	-1.8	-2.0	-1.4	-14.7	-0.2	0.2	-2.1	-1.9	-2.4	-3.6
COc1ccc(CCNC(=O)CSc2nn(-c3ccccc3)c(=S)s2)cc1OC	-2.9	-0.1	-0.7	-1.8	-5.2	-0.4	0.0	-1.1	0.5	0.4	3.3
CCNC(=O)C1CCCN1S(=O)(=O)c1ccc(C)cc1 (centres undefined)	-1.2	0.8	-4.9	-1.2	-1.1	1.2	-1.7	0.6	-2.9	-0.6	-3.8
CCOP(=O)(c1ccccc1)C1(O)CCCCC1 (centres undefined)	-0.1	-0.2	0.4	-1.3	0.3	1.4	-1.8	-1.6	-0.5	0.4	7.8
Cc1cc(Br)c(S(=O)(=O)NCCN2CCOCC2)cc1C	-0.5	-0.4	-1.4	-1.4	-2.3	1.1	2.2	-0.7	-3.7	-0.4	4.0
Cc1occc1C(=O)Nc1ccc([N+](=O)[O-])cc1Br	-1.8	-0.6	2.4	-1.4	-4.2	1.0	-0.7	0.2	-5.9	2.1	10.1
COC(=O)c1sccc1NC(=O)CSc1ccccc1NS(=O)(=O)c1ccc(Br)cc1	-3.1	-0.8	1.8	-1.2	-5.5	0.5	0.1	-1.6	10.9*	1.3	21.0*
N#CCCN(C(=O)COC(=O)C1=COCCO1)c1ccc(F)cc1	0.3	1.6	-3.2	-0.4	1.9	1.8	-0.9	-0.6	1.1	-0.2	-1.1
COc1ccc(N(CC(=O)NC2CCCCC2)C(=O)CNC(=O)c2ccco2)c(OC)c1	3.6	0.3	2.6	-1.4	-4.6	-1.1	-3.7	3.2	-1.6	2.8	4.0
Cc1ccc(NC(=S)NCc2ccc3c(c2)OCO3)c(C)c1	2.0	0.1	-0.5	-0.6	-3.5	1.5	-0.5	0.7	-6.4	1.4	-1.2
COc1ccc(C)cc1S(=O)(=O)N(CC(=O)O)c1ccccc1	3.2	0.1	0.1	-1.2	4.8	0.5	-0.1	-0.3	-4.0	1.1	-0.3
CC12CCC(C(=O)NCCc3ccccc3)(OC1=O)C2(C)C (centres undefined)	2.1	-0.6	1.6	-0.1	-0.9	1.2	-2.5	2.0	-1.0	1.3	1.2
O=C(Cc1cccs1)Nc1nc2c(s1)CCCC2	-3.9	0.9	2.7	-1.8	6.0	-1.0	-0.7	-0.7	1.3	-4.5	0.3
CNC(=O)c1cccnc1Nc1cccc(C(F)(F)F)c1	-1.6	-0.1	2.6	-0.8	1.5	-0.5	0.7	2.4	0.7	6.8	4.2
COc1cc(/C=N/n2nnnc2N)ccc1OCC#N	-1.0	-0.3	-1.5	-1.2	3.5	1.1	-1.2	-1.1	-9.5	1.5	-16.9
CCCCOCCCNC(=O)C[C@H]1C[C@@]2(C(=O)OC)C(=C[C@H](C(C)(C)C)O[C@@H]2C)N(Cc2ccc(Cl)cc2Cl)C1=O	-1.1	0.2	-1.8	-0.6	-9.2	.	.	-3.5	-0.5	.	-4.0
Cc1nc2ccccc2nc(C)c1=NOCc1ccc(C#N)cc1	11.4*	1.9	0.1	0.3	-1.7	1.9	1.2	4.1	-0.8	7.4	-9.6
CCCC1/C(=N/O)CC(c2ccccc2)NC1c1ccccc1 (centres undefined)	-2.6	-1.2	-3.2	-1.2	-5.7	-1.4	-1.5	-2.8	3.1	-4.1	12.3
O=C(CC[C@H]1O[C@@H](n2ccc(=O)[nH]c2=O)[C@H](O)[C@@H]1O)N[C@H](Cc1ccccc1)C(=O)NCCCc1ccccc1	-1.5	0.9	1.4	-0.7	1.1	.	0.1	1.0	1.1	.	2.7
Oc1ccccc1-c1n[nH]c(-c2ccccc2O)n1	12.6*	-1.0	-4.0	1.4*	-4.9	2.1	-1.2	7.1*	-5.1	-9.1	-5.0
OCc1nn2c(c1Br)NC(c1ccccc1)CC2C(F)(F)F (centres undefined)	0.6	-0.2	-0.5	-1.0	-3.4	1.1	1.8	-0.6	3.1	0.8	0.2
COC(=O)[C@]12C[C@H](CC(=O)N3CCN(C(=O)C4CC4)CC3)C(=O)N(Cc3ccccc3)C1=C[C@H](COCc1ccccc1)O[C@@H]2C	-0.1	0.4	0.8	-1.3	-1.4	.	.	-0.9	0.5	.	5.1

As a short view, 2 of the compounds above:
SMILES	hgDAF-12 ag	DAX1 inh-1	SMARCA2 act	ssDAF-12 act	NPR1 activator	DAX1 inh-2	PG9 Ab binder	hcDAF12 agonist	ADAM17 inh	FXN GAA850 act	ADAM10 inh
O=C(CC[C@H]1O[C@@H](n2ccc(=O)[nH]c2=O)[C@H](O)[C@@H]1O)N[C@H](Cc1ccccc1)C(=O)NCCCc1ccccc1	-1.5	0.9	1.4	-0.7	1.1	.	0.1	1.0	1.1	.	2.7
Oc1ccccc1-c1n[nH]c(-c2ccccc2O)n1	12.6*	-1.0	-4.0	1.4*	-4.9	2.1	-1.2	7.1*	-5.1	-9.1	-5.0

Remaining list, next part
SMILES	hgDAF-12 ag	DAX1 inh-1	SMARCA2 act	ssDAF-12 act	NPR1 activator	DAX1 inh-2	PG9 Ab binder	hcDAF12 agonist	ADAM17 inh	FXN GAA850 act	ADAM10 inh
CCn1c(SCC(=O)NCc2ccc(C)cc2)nnc1-c1ccncc1	0.3	0.1	0.3	-1.8	-2.1	0.8	0.5	1.4	-1.4	-1.5	2.7
COc1ccccc1CN1CCCC(CNC(=O)c2cccc3ccccc23)C1 (centres undefined)	0.9	-0.1	0.2	-1.5	-7.0	0.1	0.3	-0.7	-3.1	0.2	-4.7
OC(CN1CCN(c2cccc(Cl)c2)CC1)C(c1ccccc1)c1ccccc1 (centres undefined)	-1.7	-0.8	-5.1	-1.1	-4.8	-1.2	0.5	-1.4	2.6	-1.0	10.8
O=C(CN1C(=O)c2cccnc2Oc2ccc(Cl)cc21)NCCCc1ccccc1	-3.3	-0.9	-3.8	-1.3	-8.4	-0.1	2.1	-3.7	4.4	-4.1	6.6
Cn1c(=O)c2c(ncn2CC(=O)Nc2ccc3c(c2)OCO3)n(C)c1=O	1.6	1.8	-1.9	-1.0	-0.4	1.3	-2.4	-0.6	-1.1	-0.8	-7.0
CC(=O)Nc1ccc(NC(=O)Oc2ccccc2)cc1	2.7	-0.1	0.6	-0.1	0.8	-0.6	-0.1	-1.0	-3.8	2.5	1.2
COc1cccc(C(=O)NCc2ccco2)c1OC	-2.0	1.0	-4.7	-1.9	-0.2	-1.9	0.8	-2.2	4.9	-0.3	-7.1
CC(C)(C)OC(=O)N1CCC(C(=O)N[C@H](Cc2ccccc2)C(=O)O)CC1	-0.8	0.0	-1.2	-1.2	-2.7	-0.8	1.2	-0.7	-2.0	2.3	4.8
CCCc1ccc(-c2ccc(F)c(N)c2)nc1	3.5	2.9	-3.2	-0.6	7.8	-3.4	0.1	3.1	-3.7	-6.6	-1.6
Cc1cc(NCCc2ccc(Cl)cc2)n2ncnc2n1	-0.3	-1.0	-0.7	0.0	0.7	-1.4	-1.2	-1.7	-1.1	2.8	-5.5
CC1CCC(C(=O)NC(C(=O)N2CCC(N3CCCCC3)CC2)C(C)C)CC1 (centres undefined)	-0.3	0.6	-1.1	-0.7	1.1	0.7	1.2	2.3	-1.9	2.4	-3.6
CC1CCCCN1CCNc1nc(=S)[nH]c2ccccc12 (centres undefined)	0.7	0.5	3.1	-1.4	3.4	0.3	0.5	-1.5	-3.8	-0.8	2.4
CCN1CCc2c(C#N)c(NCc3ccccc3)nc(N(CC)CC)c2C1	-4.4	-0.7	2.3	-0.1	-11.4	0.7	1.8	-2.6	-8.9	-1.1	-28.2
CCOc1ccc2nc(SCC(=O)N3CCCc4ccccc43)sc2c1	-1.7	-0.4	-5.2	-1.3	1.8	-0.8	-0.4	-0.9	-1.0	0.4	9.0
COc1ccccc1/C=N/NC(=O)c1[nH]c(C)c(C(=O)N/N=C/c2ccccc2OC)c1C	-1.9	-0.6	-1.6	-1.0	2.5	1.8	-1.9	-0.8	2.9	-0.5	1.3
CC(C)N1C(=S)SC(C)(C)C1n1oc(=O)n(-c2ccc(Cl)c(Cl)c2)c1=O (centres undefined)	2.9	-0.2	-1.1	-1.4	-6.7	-1.1	2.1	0.1	-5.3	-0.3	2.8
CC(O)[C@H](NC(=O)C1(c2ccccc2)CCN(C(=O)OC(C)(C)C)CC1)C(=O)O (some centres undefined)	0.0	-0.2	-1.1	-0.6	3.3	-1.4	-1.0	0.8	-1.0	1.5	1.2
Oc1c(C=Nc2cccnc2)sc2ccccc12	4.3	0.4	7.9*	0.2	-8.2	0.7	-12.8	4.9	-8.0	0.2	-18.7
CCO[C@H]1c2c(ccc3ccc(=O)oc23)OC(C)(C)[C@@H]1O	-0.3	0.0	0.1	-1.2	1.6	0.3	0.9	-1.0	-115.4	-0.8	-444.7
COC(=O)C(NC(=O)Nc1ccccc1OC)C(C)C (centres undefined)	-1.3	-0.2	-2.6	-0.6	-0.3	-0.1	1.3	-0.9	-2.8	-0.1	2.2
COc1ccccc1CNC(=O)c1cc(C(=O)CC(C)C)c[nH]1	0.6	-0.3	-1.6	-1.4	-2.0	-0.1	0.1	0.1	1.4	-0.9	2.4
COc1ccc(NC(=O)N(C)C[C@H]2Oc3c(NS(=O)(=O)c4ccc(F)cc4)cccc3C(=O)N([C@H](C)CO)C[C@@H]2C)cc1	1.1	-0.3	0.1	-1.2	0.6	0.4	-0.9	1.0	-1.0	-1.3	6.2
CCn1c(SCC(=O)c2ccc3c(c2)Cc2ccccc2-3)nnc1-c1ccc(N)cc1	2.1	-1.4	-3.0	-1.3	1.0	-0.7	4.3	-0.4	-0.8	-0.7	-1.2
Nc1nonc1C(=Nc1ccccc1)NO	-0.5	-0.1	-0.8	-1.5	-0.4	0.2	-3.8	0.6	3.9	-2.2	7.6

High-throughput results (PubChem)
